Screening results from PubChem.
Lmaj promast = Leishmania major promastigote growth inhibition. Leishmania major promastigotes, resazurin fluorescence viability. inhibition, % at 10 µM. 200,000 tested, 9% active. AID 1063; in the data active = inhibition above about 50%;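 note: promastigotes grown with compound for 44 hours at 28 °C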
SRC2 TRFRET art = counter-screen for PPARgamma SRC-2 recruitment agonists: TR-FRET artefact; AID 1049; active compounds read high; TR-FRET ratio at 8 µM; 200,000 tested, 0.4% active; in the data active = TR-FRET ratio above about 2000; note: inactives centre near 1500; reference of the scale not given here
DTT redox prof = compounds producing H2O2 with reducing agent – biochemical, NIH compound library profiling, artefact control for MLSCN library redox annotation, primary screen | DTT-dependent redox cycling H2O2, phenol red/HRP absorbance; 100% = 100 µM peroxide control, 0% = buffer | activation, % at 10 µM | 200,000 tested, 0.03% active | AID 878;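 active = activation of at least 50% relative to the plate's high and low controls in the primary single-dose screen; inactive = activation below 50%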;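 note: compound incubated with DTT at 0.8 mM final as the reducing agent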
PPARg SRC2 recr = agonists of SRC-2 recruitment by human PPARgamma | activation, % at 8 µM | PPARgamma LBD-SRC-2 recruitment, biochemical | 200,000 tested, 0.34% active | P37231 | AID 1032; in the data active = activation above about 22%;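 note: 0% = vehicle and 100% = reference agonist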
Target sequence (P37231 whole entry, looked up, the tested form may be a part): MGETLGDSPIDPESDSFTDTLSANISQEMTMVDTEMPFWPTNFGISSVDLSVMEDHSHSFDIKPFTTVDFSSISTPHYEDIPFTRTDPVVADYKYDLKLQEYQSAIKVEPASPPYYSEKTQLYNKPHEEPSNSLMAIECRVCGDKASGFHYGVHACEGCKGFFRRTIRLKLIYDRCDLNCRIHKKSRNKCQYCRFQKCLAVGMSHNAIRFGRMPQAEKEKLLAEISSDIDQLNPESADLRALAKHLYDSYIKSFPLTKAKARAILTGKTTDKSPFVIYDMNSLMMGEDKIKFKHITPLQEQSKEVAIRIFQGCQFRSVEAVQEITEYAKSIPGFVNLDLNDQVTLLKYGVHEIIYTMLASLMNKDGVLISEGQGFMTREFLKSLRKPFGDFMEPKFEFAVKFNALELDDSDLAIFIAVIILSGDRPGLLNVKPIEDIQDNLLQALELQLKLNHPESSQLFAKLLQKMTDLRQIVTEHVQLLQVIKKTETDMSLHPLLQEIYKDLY
S1P3 antagonist = S1P3 (human) receptor antagonism; Q99500; CHO S1P3 NFAT-BLA reporter, FRET fluorescence, antagonist mode; inhibition, % at 4.98 µM; 170,000 tested, 0.27% active;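 active = inhibition above the plate cutoff, the mean inhibition of test wells on that plate plus 3 SD, cut at about 28% in these data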;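 note: cells challenged with S1P at its EC80 of 0.8 µM; blue over green emission ratio from cleaved BLA substrate after 4 h stimulation; 0% = S1P-stimulated wells and 100% = unstimulated DMSO-only wells; some compounds past the cut are filed as inactive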
Target sequence (Q99500 whole entry, looked up): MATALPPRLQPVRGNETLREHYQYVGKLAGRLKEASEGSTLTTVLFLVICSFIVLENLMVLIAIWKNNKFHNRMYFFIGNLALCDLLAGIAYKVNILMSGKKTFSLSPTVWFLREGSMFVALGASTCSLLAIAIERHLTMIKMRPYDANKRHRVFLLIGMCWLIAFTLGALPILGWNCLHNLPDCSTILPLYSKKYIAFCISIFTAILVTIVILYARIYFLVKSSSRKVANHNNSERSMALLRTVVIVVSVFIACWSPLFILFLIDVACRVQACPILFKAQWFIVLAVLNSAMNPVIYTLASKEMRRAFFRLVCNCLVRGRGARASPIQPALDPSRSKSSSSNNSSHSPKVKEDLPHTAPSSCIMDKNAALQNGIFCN
ROMK mod = modulates human ROMK potassium channel activity; AID 1918; B-score at 10 µM; Tet-inducible ROMK, thallium flux fluorescence; actives lie on both sides; 130,000 tested, 2% active; P48048;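 active = signal ratio slope over the read window, or its plate-corrected B-score, at least 3 SD from the plate mean, either direction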;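 note: B-score of the F/F0 ratio slope over 7 to 12 s after thallium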
bIAP inh = intestinal alkaline phosphatase (bovine) inhibition; inhibition, % at 20 µM; purified bovine IAP, CDP-star luminescence, 30 min; 190,000 tested, under 10 active;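 active = over 50% inhibition of intestinal alkaline phosphatase at 20 µM in the single-dose screen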
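System: purified bovine intestinal alkaline phosphatase (IAP) enzyme; Input: IAP diluted 1/65,000,000 in the well; Measured by: CDP-star luminescence signal; Compound dosing: 20 µM single dose; Incubation: 30 min reaction at room temperature.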
TLR4 MyD88 comp = blocks binding of human TLR4 to MyD88 | 200,000 tested, 0.18% active | inhibition, % at 8.4 µM | O00206+Q99836 | HeLa CL3-4 TLR4/MyD88 BLA complementation, FRET ratio; in the data active = inhibition above about 25%;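 note: 0% = vehicle and 100% = reference inhibitor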
PPARg SRC-1 ag = PPARgamma-driven SRC-1 recruitment agonism; PPARgamma-SRC-1 coactivator recruitment biochemical assay; 200,000 tested, 0.41% active; P37231; activation, % at 8 µM; in the data active = activation above about 19%;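 note: 0% = DMSO and 100% = reference agonist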
PPARg SRC-3 ag = promotes SRC-3 coactivator recruitment by human PPARgamma; biochemical PPARgamma/SRC-3 coactivator recruitment assay; activation, % at 8 µM; P37231; 200,000 tested, 0.26% active; in the data active = activation above about 23%;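 note: 0% = DMSO and 100% = reference agonist; some compounds past the cut are filed as inactive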
bIAP act = intestinal alkaline phosphatase (bovine) activation | activation factor at 20 µM | purified bovine IAP, CDP-star luminescence, 30 min; active compounds read high; fold of DMSO-control signal, blank-subtracted | AID 1016 | 200,000 tested, 0.17% active;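 active = activation factor of 2 or more at 20 µM, a signal rise over negative controls twice the positive control's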
* marks the source's active call; other numbers are inactive results; x = no result given. This is a random part of the collection, and some 11% of all compounds hit somewhere here.

SMILES	Lmaj promast	SRC2 TRFRET art	DTT redox prof	PPARg SRC2 recr	S1P3 antagonist	ROMK mod	bIAP inh	TLR4 MyD88 comp	PPARg SRC-1 ag	PPARg SRC-3 ag	bIAP act
Cc1ccc(C)c2[nH]c(=O)c(CN(Cc3cccs3)C(=S)NCc3ccco3)cc12	70*	1688	0.2	8	9	0.085	4	-2	5	3	1
Cn1cc([N+](=O)[O-])c(C(=O)Nc2ccn(Cc3c(F)c(F)cc(F)c3F)n2)n1	-3	1578	-1.5	0	x	0.45	-4	8	-4	-2	1
Cc1ccc(C(=O)NC2CCS(=O)(=O)C2)cc1S(=O)(=O)N1CCOCC1 (stereo not drawn)	-4	1676	-2.2	5	20	0.082	7	13	2	9	0.9
O=C(Cc1ccccc1)NC(Nc1cccc2ccccc12)C(Cl)(Cl)Cl (stereo not drawn)	-4	1492	-2.4	2	x	x	9	-2	5	11	0.9
Cc1cccn2c(=O)c3cc(C(=O)NCCCN4CCCC4=O)n(C)c3nc12	16	1477	0.9	4	16	-1.4	-30	5	2	-1	1.3
CN1CCN(C(=O)CCc2nc3ccccc3n2-c2ccccc2)CC1	0	1355	-0.2	11	-11	-0.092	-1	2	6	0	1
CCOC(=O)Cc1nnc(NC(=O)CSc2nnc3c4ccccc4n(C)c3n2)s1	0	1369	1.8	4	19	x	-7	-8	-4	-6	1.1
COc1ccc(OC)c(C2C3CN(C(C)C)CC=C3C(C#N)=C(N)C2(C#N)C#N)c1 (stereo not drawn)	5	1328	-1.1	0	-21	-0.96	2	-11	6	6	1
Cc1nc2nc[nH]n2c(=O)c1CCOC(=O)c1c(F)cccc1F	-6	1617	-1.8	4	0	-0.42	-3	-11	8	4	1
O=C(NCCN1C(=O)S/C(=C\c2cccnc2)C1=O)C1=NN(c2ccccc2)C(=O)CC1	6	1594	0.0	3	-3	-0.49	-7	-6	-8	2	1.1
CCOCCCNS(=O)(=O)c1ccc(NC(=O)c2ccc([N+](=O)[O-])cc2Cl)cc1	74*	1641	-0.4	5	-2	-0.42	0	4	5	-1	1
O=C(O)CCCn1cc(NC(=O)c2cccc(F)c2)cn1	5	1490	-0.9	-6	-30	-0.038	-20	-2	0	0	1.2
Cc1sc(N2C(=O)C3C4C=CC(C4)C3C2=O)c(C#N)c1C (stereo not drawn)	-6	1454	-0.1	-8	7	x	2	-11	-3	-3	1
CCOC(=O)C1C(=O)NC(c2ccccc2)=NC1c1ccc(O)c(OC)c1 (stereo not drawn)	-2	1671	0.4	2	4	1.8	9	-12	11	1	0.9
O=C(CCC(=O)OCC(=O)c1ccccc1)Nc1cccc(Cl)c1	-4	1460	-0.7	6	8	0.018	8	4	-1	-2	0.9
Cc1cccn2c(=O)c3cc(S(=O)(=O)c4ccccc4)c(=N)n(Cc4ccco4)c3nc12	31	1614	-0.1	1	-3	-0.59	-10	-5	-3	-1	1.1
COc1cc(C(NC(C)=O)NC(C)=O)ccc1OCc1ccccc1	-4	1717	0.0	7	11	2	-3	10	11	3	1
Cc1c(C#N)c2ccccc2n1CC(=O)N1CCCC1	-6	1540	1.1	12	0	-0.29	2	4	-3	13	1
COCCNC(=S)N1CCc2cc(OC)c(OC)cc2C1COc1ccc(C(C)C)cc1 (stereo not drawn)	20	1522	1.2	4	0	x	3	11	2	4	1
CCOC(=O)C1=C(O)/C(=C\c2ccc(CNC(=O)C(=O)Nc3ccccc3)o2)N=C1C	0	1514	-0.2	9	x	x	4	10	15	17	1
O=C(OCC1OC(n2ccc(=O)[nH]c2=O)C(O)C1OC(=O)c1ccccc1)c1ccccc1 (stereo not drawn)	4	1444	0.0	3	x	x	1	11	-2	4	1
O=C(C[n+]1cccc2ccccc21)c1ccc(NC(=O)c2ccccc2)cc1	-1	1646	-1.7	7	5	0.46	-25	-6	-8	2	1.3
Cc1cc(C)cc(OCC(=O)Nc2ccccc2C(=O)NCc2ccco2)c1	7	1417	-0.6	3	12	x	6	7	-4	3	0.9
Cc1ccnc2nc(C(=O)NCCc3ccc(F)cc3)nn12	4	1538	0.2	0	x	0.054	0	3	2	-3	1
COc1cc(NC(=O)c2cc(-c3cccnc3)nc3ccc(Br)cc23)cc(OC)c1	20	1505	-0.8	4	-3	-0.95	-4	12	-1	2	1
Cn1c(NNC(=O)CCC2CCCCC2)cc(=O)n(C)c1=O	0	1425	0.6	0	-16	1.8	10	8	7	0	0.9
COc1ccc(C(=O)OCC(=O)NCCCc2ccccc2)cc1[N+](=O)[O-]	-8	1426	0.1	-1	-18	-0.14	-7	11	2	2	1.1
Cc1ccc(Cn2ccc(NC(=O)c3nn(C)cc3Cl)n2)cc1	6	1449	-3.9	4	x	x	8	12	4	-10	0.9
CCOc1ccccc1C1C(C(N)=O)=C(C)Nc2nc(CCCO)nn21 (stereo not drawn)	-5	1746	-2.8	5	0	x	11	-13	0	8	0.9
O=C(c1ccco1)N1CCN(c2cccc(Cl)c2)CC1	23	1415	2.9	-8	-1	x	6	-20	-7	-11	0.9
COc1ccc(NC(=O)c2cc(CC(C)C)on2)cc1OC	-5	1472	-0.3	-2	2	x	-2	-12	-7	2	1
Cc1nc(-c2ccc3c(c2)OCCO3)cs1	2	1426	-1.4	-2	-15	-0.14	-16	5	8	-2	1.2
Cn1cccc1Cc1nnc(SCC(=O)NCc2ccccc2)n1-c1ccc(F)cc1	-2	1620	-1.6	-12	-32	x	-16	1	7	-8	1.2
Cc1cc(C)c(C)c(S(=O)(=O)N2CCN(C(=S)NCC3CCCO3)CC2)c1C (stereo not drawn)	18	1349	-0.1	-1	14	-1.6	2	1	-8	2	1
Cn1c(NCCCN2CCOCC2)nc2c1c(=O)n(Cc1ccc(Cl)c(Cl)c1)c(=O)n2C	99*	1466	-2.5	2	-17	x	-10	5	2	9	1.1
CCc1ccc(N(CC(=O)Nc2ccc(NC(C)=O)cc2)S(=O)(=O)c2ccccc2)cc1	7	1576	0.0	5	0	1	12	-2	10	9	0.9
O=C(CO/N=C/c1ccc(OC(F)F)cc1)NCc1ccco1	-1	1575	0.0	2	-15	-0.94	6	-8	11	-3	0.9
Cc1[nH]c2ccc(-c3nnc(SCC(=O)NCc4ccco4)n3Cc3ccccc3)cc2c1C	97*	1375	0.2	0	x	-0.63	-32	9	6	-7	1.3
O=S(=O)(c1ccc(N2CCN(CCO)CC2)nc1)N1CCCCC1	60*	1663	-0.1	9	x	x	19	-14	-1	2	0.8
CN(C)c1nc(NCc2ccccc2)nc(Oc2ccc(=O)[nH]n2)n1	1	1461	2.0	5	21	0.65	16	-1	0	9	0.8
O=C(NCC1CCCO1)c1cc(-c2ccncc2)nc2ccc(S(=O)(=O)N3CCOCC3)cc12 (stereo not drawn)	-2	1634	1.0	8	-12	0.6	6	5	3	1	0.9
CCCCC(CCC(=O)O)(C(=O)OCC)c1csc(N)n1 (stereo not drawn)	-5	1533	3.4	2	-17	1.1	10	15	3	5	0.9
CCOC(=O)CN(C(=O)Cn1nnc(-c2ccc(C)cc2)n1)C(CC)C(=O)NC1CCCC1 (stereo not drawn)	5	1428	1.7	1	-18	-0.012	-10	16	3	4	1.1
Cc1c(C(=O)O)oc2ccc(S(=O)(=O)N3CC(C)CC(C)C3)cc12 (stereo not drawn)	-13	1484	-0.6	8	-5	x	6	-12	4	-3	0.9
COc1ccc(NC(=O)c2ccccc2N(Cc2ccccc2)S(C)(=O)=O)cc1	2	1504	0.9	3	-3	0.13	0	-5	2	0	1
COCCN1CCCC(CNCc2cn(C)nc2-c2ccc(Oc3ccccc3)cc2)C1 (stereo not drawn)	95*	1619	-0.4	6	4	-1.5	-7	0	-4	4	1.1
N#Cc1cc2c(=O)n3ccccc3nc2n(Cc2ccco2)c1=NC(=O)c1ccco1	44	1562	0.0	3	-14	-0.17	-6	-11	-7	0	1.1
O=C(Nc1nccs1)C(=O)c1c[nH]c2ccccc12	8	1461	0.2	5	x	x	2	9	4	2	1
Cc1sc2nc(CN3CCOCC3)[nH]c(=S)c2c1C	-1	1943	-0.3	10	-9	8.6*	32	-8	17	7	0.7
c1cncc(-c2nn[nH]n2)c1	1	1532	-0.7	1	-28	x	-7	-5	-2	-8	1.1

More compounds
SMILES	Lmaj promast	SRC2 TRFRET art	DTT redox prof	PPARg SRC2 recr	S1P3 antagonist	ROMK mod	bIAP inh	TLR4 MyD88 comp	PPARg SRC-1 ag	PPARg SRC-3 ag	bIAP act
OC(CN1CCc2ccccc2C1)c1ccccc1 (stereo not drawn)	31	1776	-0.6	4	-6	-1.3	4	5	7	2	1
COc1cccc(/C(O)=C2/C(=O)C(=O)N(CCN(C)C)C2c2ccccn2)c1 (stereo not drawn)	8	1550	1.1	-4	-23	x	-1	10	-8	5	1
CCOc1ccc(CNCc2ccccc2Cl)cc1	-1	1619	0.7	6	-2	x	-15	-10	7	4	1.2
COC(=O)c1cc([N+](=O)[O-])c(-n2ccnc2)c([N+](=O)[O-])c1	37	1665	0.2	3	-3	-1.6	-5	3	7	3	1.1

Filtered by structure: the compounds so far containing an NH in an aromatic ring
SMILES	Lmaj promast	SRC2 TRFRET art	DTT redox prof	PPARg SRC2 recr	S1P3 antagonist	ROMK mod	bIAP inh	TLR4 MyD88 comp	PPARg SRC-1 ag	PPARg SRC-3 ag	bIAP act
Cc1ccc(C)c2[nH]c(=O)c(CN(Cc3cccs3)C(=S)NCc3ccco3)cc12	70*	1688	0.2	8	9	0.085	4	-2	5	3	1
Cc1nc2nc[nH]n2c(=O)c1CCOC(=O)c1c(F)cccc1F	-6	1617	-1.8	4	0	-0.42	-3	-11	8	4	1
O=C(OCC1OC(n2ccc(=O)[nH]c2=O)C(O)C1OC(=O)c1ccccc1)c1ccccc1 (stereo not drawn)	4	1444	0.0	3	x	x	1	11	-2	4	1
Cc1[nH]c2ccc(-c3nnc(SCC(=O)NCc4ccco4)n3Cc3ccccc3)cc2c1C	97*	1375	0.2	0	x	-0.63	-32	9	6	-7	1.3
CN(C)c1nc(NCc2ccccc2)nc(Oc2ccc(=O)[nH]n2)n1	1	1461	2.0	5	21	0.65	16	-1	0	9	0.8
O=C(Nc1nccs1)C(=O)c1c[nH]c2ccccc12	8	1461	0.2	5	x	x	2	9	4	2	1
Cc1sc2nc(CN3CCOCC3)[nH]c(=S)c2c1C	-1	1943	-0.3	10	-9	8.6*	32	-8	17	7	0.7
c1cncc(-c2nn[nH]n2)c1	1	1532	-0.7	1	-28	x	-7	-5	-2	-8	1.1
